Source: PubChem BioAssay (several laboratories)
ABCB6 inh 2: human ABCB6 transporter inhibition; Q9NP58; K562-ABCB6 porphyrin accumulation, flow cytometry, 1 h; active compounds read low; fluorescence ratio to DMSO, % at 10 µM; 360,000 compounds, 0.19% hits;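 active = fluorescence ratio to DMSO below 75%, the collection mean minus 3 SD; inconclusive = too few cells collected in the well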;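 note: signal is porphyrin accumulated inside mitochondria; 100% equals median channel fluorescence of DMSO control wells; lower ratio means ABCB6 inhibition with less porphyrin fluorescence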
TLR9-MyD88 inh: inhibitors of human TLR9-MyD88 binding; inhibition, % at 4.98 µM; Q9NR96+Q99836; 340,000 compounds, 0.21% hits; CHO BLA complementation TLR9-MyD88, CCF4 FRET ratio;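 active = inhibition above the mean over all tested compounds plus 3 SD, cut at about 21% in these data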;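 note: 0% = DMSO only wells and 100% = clavulanate BLA inhibitor control wells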
Vif inh: HIV Vif inhibition. HEK293T cells, Vif self-association by quenched fluorescence, imaging, 24 h. inhibition, % at 7.49 µM. 340,000 compounds, 0.35% hits; in the data active = inhibition above about 50%, passing the limit was not always enough; inconclusive = no clear call, values can overlap the other calls; inactive = below about 31%; note: some results filed as inactive read as strong as hits
Glyco luc inh: blocks N-linked glycosylation in D54 reporter cells; D54 ERlucT glycosylation luciferase reporter, 24 h; percent of 100 nM tunicamycin response; reporter increase, % at 12.5 µM; 360,000 compounds, 0.23% hits; AID 588692;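 active = mean luciferase reporter signal, scaled so untreated is 0 and the glycosylation-blocking control 100, at or above a set limit in every replicate; inconclusive = mean reaches the limit but not every replicate does; inactive = mean below the limit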;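 note: luciferase carries N-glycosylation sites so blocking glycosylation raises the light; 0% = median of neutral control wells and 100% = median of 100 nM tunicamycin wells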
ABHD5 PLIN5 PPI: ABHD5-PLIN5 protein interaction inhibition | Split G. princeps luciferase complementation, luminescence, 4 h | inhibition, % at 4 µM | 360,000 compounds, 0.78% hits | AID 602281;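 active = inhibition above the mean inhibition across every tested compound plus 3 SD, cut at about 22% in these data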;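 note: 0% = DMSO only wells and the 100% control is not disclosed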
MC4R antag cAMP: blocks human MC4R cAMP signaling. P32245. inhibition, % at 6.5 µM. 360,000 compounds, 0.48% hits. MC4R-expressing cells, MTII-stimulated cAMP, LANCE TR-FRET. AID 540295;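 active = inhibition above its plate's cutoff, the mean of tested wells on that plate plus 3 SD, cut at about 29% in these data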;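 note: 0% = Melanotan II alone and 100% = Melanotan II plus saturating MCL0020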
Target sequence (P32245 whole entry, looked up): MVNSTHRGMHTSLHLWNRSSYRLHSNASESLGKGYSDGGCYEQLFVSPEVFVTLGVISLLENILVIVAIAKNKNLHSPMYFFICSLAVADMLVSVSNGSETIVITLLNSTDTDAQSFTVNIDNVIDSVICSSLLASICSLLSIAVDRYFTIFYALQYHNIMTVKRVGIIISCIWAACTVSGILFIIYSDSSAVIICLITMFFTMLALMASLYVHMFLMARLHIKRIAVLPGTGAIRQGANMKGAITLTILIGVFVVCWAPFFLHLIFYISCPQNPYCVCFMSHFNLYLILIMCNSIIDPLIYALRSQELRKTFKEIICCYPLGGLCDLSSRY
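System: U2OS-MC4R stable cell line; Technique: Eu-cAMP/anti-cAMP TR-FRET, emission 671 nm; Repeats: single well per compound; Also added: Melanotan II; Dosing: one concentration, 6.5 µM nominal; Schedule: 30-min compound, 1-h challenge, 1-h detection, room temperature.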
NOD2-RIPK2 inh: inhibitors of human NOD2-RIPK2 interaction | AID 624267 | O43353 | 360,000 compounds, 0.38% hits | inhibition, % at 4.98 µM | CHO BLA complementation NOD2-RIPK2, CCF4 ratio; in the data active = inhibition above about 21%;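 note: 0% = vehicle only and 100% = reference blocker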
Target sequence (O43353 whole entry, looked up): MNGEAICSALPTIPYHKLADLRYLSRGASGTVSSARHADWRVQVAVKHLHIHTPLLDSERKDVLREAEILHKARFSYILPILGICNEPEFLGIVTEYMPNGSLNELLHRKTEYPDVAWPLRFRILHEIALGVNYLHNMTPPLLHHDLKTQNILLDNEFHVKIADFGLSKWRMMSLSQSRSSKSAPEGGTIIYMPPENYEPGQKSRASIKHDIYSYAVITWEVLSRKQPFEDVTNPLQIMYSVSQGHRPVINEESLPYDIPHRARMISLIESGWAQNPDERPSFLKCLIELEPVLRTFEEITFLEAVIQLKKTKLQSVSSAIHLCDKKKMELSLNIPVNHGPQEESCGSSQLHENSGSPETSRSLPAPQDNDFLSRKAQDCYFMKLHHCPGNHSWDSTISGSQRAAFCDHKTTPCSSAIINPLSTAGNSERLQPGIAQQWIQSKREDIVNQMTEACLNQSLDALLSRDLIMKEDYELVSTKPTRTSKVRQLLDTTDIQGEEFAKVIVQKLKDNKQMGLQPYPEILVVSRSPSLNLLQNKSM
MC4R ag barr: human MC4R agonism via beta-arrestin | activation, % at 8.9 µM | 360,000 compounds, 0.98% hits | U2OS MC4R beta-arrestin complementation, luminescence; percent of melanotan II response, DMSO zero | P32245;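 active = activation above a per-plate cutoff, the mean activation of sample wells on that plate plus 3 SD, cut at about 8% in these data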
aDG glyco act: alpha-DG glycosylation activation | Pro5-aDG cells, alpha-DG glycosylation AlphaScreen (IIH6); 0% Pro5, 100% B10-LARGE cell signal | AID 624168 | activation, % at 10 µM | 360,000 compounds, 0.22% hits;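 active = activation of at least 8% versus controls, or a plate z-score of at least 8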;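 note: Pro5 are CHO cells carrying HIG-tagged alpha-DG that lacks glycosylation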
Exocytosis inh: blocks lytic granule exocytosis | inhibition, % at 10 µM | AID 651702 | TALL-104 LAMP-1 surface exposure, flow cytometry; cells stimulated with thapsigargin and PMA | 360,000 compounds, 0.66% hits;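 active = inhibition above about 55%, limit read from the data; inconclusive = no clear call, values can overlap the other calls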
* marks the source's active call; other numbers are inactive results; ? = inconclusive; . = not tested or not shown. A portion of the library. The share of hits here may be higher or lower than overall.

Under each structure – TLR9-MyD88 inh, MC4R antag cAMP, ABCB6 inh 2, MC4R ag barr, aDG glyco act, Exocytosis inh, Glyco luc inh, ABHD5 PLIN5 PPI, NOD2-RIPK2 inh, Vif inh
> O=C(O)c1cn(C2CC2)c2cc(N3CCN(S(=O)(=O)c4ccc5c(c4)OCCO5)CC3)c(F)cc2c1=O
→ 1, 6, 95, -0.9, -0.3, 9, 2, 7, 3, -5
> C=CCc1c(C)nc(N2CCSCC2)[nH]c1=O
→ -1, -5, 101, -2.2, 0.0, 1, -2, -1, 1, -11
> COc1cc(C2c3cc4c(cc3OC(NNC(N)=O)C2C)OCO4)cc(OC)c1OC (configuration not stated)
→ -5, -44, 105, -1.5, -0.1, 8, 7, 8, 4, -11
> Cc1ccc(-c2nc(CS(=O)(=O)CC(=O)N3CCN(C)CC3)c(C)o2)cc1
→ -4, 1, 97, -3.7, -0.2, -1, 5, 2, -1, -6
> CC1=NN(C(N)=S)C(=O)C1N=Nc1ccccc1 (configuration not stated)
→ -8, -3, 96, -2.4, -0.1, 2, -4, 3, -9, -3
> Nc1c(Cl)cc(NC(=O)c2ccccc2C(=O)O)cc1Br
→ -16, 2, 93, -3.1, 0.0, 10, 2, 0, -7, 10
> CCc1ccccc1NC(=S)NC1CC2CCC(C1)N2Cc1ccc(F)cc1 (configuration not stated)
→ -3, 2, 95, -1.0, 0.4, 28, -2, -7, -3, 2
> COc1ccc(CN2CC(C(=O)NCCCN3CCN(Cc4ccccc4)CC3)CC2=O)cc1 (configuration not stated)
→ 4, 9, 104, -0.9, -0.2, 2, 0, 2, 3, 2
> Cc1ccc(C(=O)N[C@H](C(=O)OCc2nnc(-c3ccccc3)o2)C(C)C)cc1
→ 2, 11, 98, -1.6, -0.1, -6, 1, -2, -5, -3
> CCCn1nc(C(=O)N2CC(=O)Nc3ccccc32)c2ccccc2c1=O
→ -1, -4, 98, -0.7, -0.2, -1, 24, 9, -35, 4
> CC(Oc1ccc2c3c(c(=O)oc2c1)CCCC3)C(=O)NCc1ccncc1 (configuration not stated)
→ 10, 3, 96, -3.0, 3.1, -3, 0, 0, -10, -2
> Cc1n[nH]c(=O)c2c(NC(=O)CSc3ncccn3)oc(C)c12
→ 1, 5, 97, -2.4, -0.2, 7, 4, -3, -6, ?
> Cc1ccc(S(=O)(=O)N2CCCCC2)cc1NC(=O)C1CC(=O)N(Cc2ccccc2)C1 (configuration not stated)
→ -2, 3, 81, -4.2, 0.2, -4, 1, -2, 0, -7
> CC1CC(C)CN(S(=O)(=O)N2CCCC(C(=O)NCCCN3CCOCC3)C2)C1 (configuration not stated)
→ 8, -1, 98, -2.0, -0.1, -2, 2, -4, -9, 0
> O=C(O/N=C(\c1ccccc1)c1ccncc1)c1ccccc1F
→ 6, -1, 93, -1.3, -0.5, -2, 0, 3, -1, 1
> CC1c2cccn2CCN1S(=O)(=O)c1ccccc1 (configuration not stated)
→ -7, 0, 98, -2.8, 0.2, -1, 1, 2, -7, 0
> Cc1ccccc1C(=O)Nc1cccc(-c2cn3ccccc3n2)c1
→ ., 7, 92, 0.2, 1.6, 6, 1, 6, -13, -14
> O=C(C=Cc1cccs1)c1cccs1
→ -4, 10, 95, -1.6, 0.1, 11, -1, 8, -6, 11
> CC1(c2cccc(Br)c2)NC(=O)N(CC(=O)Nc2ccc3c(c2)OCCO3)C1=O (configuration not stated)
→ -11, 1, 103, 0.7, 0.0, -15, 3, -1, -2, 1
> COc1ccc(CN(C)Cc2nc(Cc3cccc(F)c3)no2)c2cccnc12
→ 7, 0, 94, -0.1, 4.1, -1, -1, 0, -11, -15
> COc1ccc(CCn2c(-c3cc([N+](=O)[O-])cc([N+](=O)[O-])c3)nc3nc4ccccc4nc32)cc1OC
→ 1, 3, 96, 0.4, 1.5, 3, 1, 0, 0, -7
> O=C(O)c1ccc(-n2nncc2-c2ccco2)cc1
→ 4, 1, 96, -1.1, -0.1, -11, 3, -19, -1, 17
> Cc1cc(N)n(-c2ccc(Cl)cc2)n1
→ 5, 5, 97, -1.7, 0.5, -1, 2, 1, -12, 3
> COc1ccc(-n2nc(C(=O)NCC(=O)NCC3COc4ccccc4O3)c3ccccc3c2=O)c(OC)c1 (configuration not stated)
→ 1, -4, 94, 1.0, -0.3, 1, 0, 5, -4, -4
> COc1ccc(CC(=O)NCc2n[nH]c(=S)n2-c2cccc(C)c2)cc1
→ 8, 22, 92, -5.1, -0.2, 2, 3, -5, 7, 2
> N#C/C(=C\N1CCOCC1)S(=O)(=O)c1ccc(Cl)cc1
→ ., 7, 105, -1.3, -0.1, -4, 2, 5, -9, 6
> CC1CCC(NC(=O)c2ccc3c(c2)OCO3)CC1 (configuration not stated)
→ -10, -2, 96, -2.1, 0.1, 0, -17, -2, -5, -5
> COc1ccccc1C(CNC(=O)c1ccco1)N1CCCC1 (configuration not stated)
→ -4, 8, 97, -0.3, 0.1, 33, 3, 2, -10, 5
> O=C(CN1C(=O)c2ccccc2C1=O)NCc1ccc(F)cc1
→ -3, 19, 95, -1.5, 0.0, -8, 0, 6, 7, -1
> Cc1ccc(OCC(=O)N2CC(C)OC(C)C2)c([N+](=O)[O-])n1 (configuration not stated)
→ -9, 0, 93, -0.8, -0.1, -4, 1, 4, -6, -4

Complete entries from above. Order of screens: TLR9-MyD88 inh, MC4R antag cAMP, ABCB6 inh 2, MC4R ag barr, aDG glyco act, Exocytosis inh, Glyco luc inh, ABHD5 PLIN5 PPI, NOD2-RIPK2 inh, Vif inh
Entry for O=C(C=Cc1cccs1)c1cccs1 : -4, 10, 95, -1.6, 0.1, 11, -1, 8, -6, 11
Entry for COc1ccc(CC(=O)NCc2n[nH]c(=S)n2-c2cccc(C)c2)cc1 : 8, 22, 92, -5.1, -0.2, 2, 3, -5, 7, 2
Entry for Cc1ccc(OCC(=O)N2CC(C)OC(C)C2)c([N+](=O)[O-])n1 (configuration not stated) : -9, 0, 93, -0.8, -0.1, -4, 1, 4, -6, -4

Look-ups from the results shown:
Reading for `O=C(CN1C(=O)c2ccccc2C1=O)NCc1ccc(F)cc1` under ABCB6 inh 2: 95
Reading for `COc1ccccc1C(CNC(=O)c1ccco1)N1CCCC1` (configuration not stated) under MC4R antag cAMP: 8
Reading for `O=C(C=Cc1cccs1)c1cccs1` under aDG glyco act: 0.1
Reading for `CC1CCC(NC(=O)c2ccc3c(c2)OCO3)CC1` (configuration not stated) under ABCB6 inh 2: 96
Reading for `CC1(c2cccc(Br)c2)NC(=O)N(CC(=O)Nc2ccc3c(c2)OCCO3)C1=O` (configuration not stated) under ABCB6 inh 2: 103

Carrying on.
Under each structure – TLR9-MyD88 inh, MC4R antag cAMP, ABCB6 inh 2, MC4R ag barr, aDG glyco act, Exocytosis inh, Glyco luc inh, ABHD5 PLIN5 PPI, NOD2-RIPK2 inh, Vif inh
> CCCC(C)NC(=O)Cc1ccccc1 (configuration not stated)
→ 1, 0, 97, -0.1, -0.2, -1, 2, 2, -9, -7
> CCC1CCCCN1C(=O)CSc1nnc(CNC(=O)c2ccco2)o1 (configuration not stated)
→ 0, 19, 105, 0.3, 0.1, -3, 0, -3, -13, 4
> O=C(NC1CCCCC1)c1cc(C2CC2)on1
→ -7, 7, 100, -0.6, 0.1, 0, -4, -5, 6, -5
> [N-]=[N+]=NCCN1CCN(Cc2ccccc2)CCC1=O
→ 3, 0, 98, -2.1, 0.0, 12, -2, -7, -8, 13
> O=C1OCCC1Sc1nnc(-c2ccc(Cl)cc2)n1Cc1ccccc1 (configuration not stated)
→ 5, 14, 98, -0.5, 0.2, 3, 2, -5, 7, 2
> Cc1ccc(NC(=O)C(c2ccccc2)C2CCCC2)cc1 (configuration not stated)
→ -9, 2, 109, 0.4, 0.2, 0, -4, 1, -3, -3
> COc1ccc(-n2nnnc2SC(C)C(=O)NCC(=O)Nc2ccc(F)c(F)c2F)cc1 (configuration not stated)
→ -12, 8, 93, -1.4, 0.5, 0, -1, -1, -13, -6
> CCCNc1nc(Nc2ccc(C)cc2)nc(N2CCCC2)n1
→ -2, -3, 77, 1.5, 0.1, 2, -3, -1, 8, -11
> c1ccc(Sc2ncnc3c2oc2ccccc23)cc1
→ 17, 6, 95, 1.9, 0.4, 1, -5, 4, -4, 0
> O=c1[nH]c2cc(Cl)ccc2n(CCNc2ncc(C(F)(F)F)cc2Cl)c1=O
→ -11, 12, 101, 0.3, -0.4, -1, 2, 8, 1, -5
> CCN(CC)CCN(C(=O)c1ccc(S(=O)(=O)N(C)C2CCCCC2)cc1)c1nc2ccc(OC)cc2s1
→ -2, 5, 83, -2.3, -0.1, 6, -2, 4, -2, 3
> Cc1ccc(NC(=O)Cc2nn(C)c(=O)c3ccccc23)cc1F
→ 3, 2, 92, -1.0, 10*, 9, 0, 9, -12, -9
> COc1ccc(-c2cnc(N)n2CC2CCCO2)cc1 (configuration not stated)
→ -3, 2, 99, -0.9, -0.4, -2, 4, 5, -13, -3
> Cc1ccc(S(=O)(=O)N(Cc2cc3ccccc3[nH]c2=O)c2cccc(C)c2)cc1
→ -3, 6, 98, -0.9, 0.0, 3, 10, -3, -16, -2
> CCN(CC(=O)Nc1ccc2c(c1)OCCO2)C(=O)/C=C/c1ccccc1
→ 0, -4, 96, -1.2, -0.1, -3, 0, 2, -4, 9
> COc1ccc(Nc2nc(C(=O)NCCCN3CCOCC3)cs2)cc1
→ 4, -13, 99, 0.4, 0.0, 3, -1, -8, 1, -1
> CCOC(=O)c1nn(-c2ccccc2F)c(C)c1C(C)=O
→ 2, 7, 111, -2.2, -0.1, 1, -5, 3, -4, 1
